# Screens as filed in PubChem BioAssay.
# CHO-K1 Ca PAM = counter-screen for M1 PAMs: effect in parental CHO-K1 cells; ATP EC20, Fluo-8 calcium fluorescence; 0% at ATP EC20, 100% at ATP max; activation, % at 3 µM; hit rate 0.02% among 360,000; AID 602247;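 active = activation above the run cutoff, the mean activation of all test compounds plus 3 SD, cut at about 40% in these data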;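 also: peak over basal fluorescence ratio in a 140 s read after ATP addition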
# TAAR1 antag = human TAAR1 antagonism. Q96RJ0. CHO RD-HGA16 TAAR1, Fluo-8 calcium fluorescence, antagonist. inhibition, % at 3 µM. hit rate 1.5% among 360,000. AID 624466;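 active = inhibition above a per-plate cutoff, the mean inhibition of test compounds on that plate plus 3 SD, cut at about 49% in these data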;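 also: 0% = DMSO plus EC80 beta-PEA response and 100% = DMSO alone without agonist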
# Target sequence (Q96RJ0 whole entry, looked up): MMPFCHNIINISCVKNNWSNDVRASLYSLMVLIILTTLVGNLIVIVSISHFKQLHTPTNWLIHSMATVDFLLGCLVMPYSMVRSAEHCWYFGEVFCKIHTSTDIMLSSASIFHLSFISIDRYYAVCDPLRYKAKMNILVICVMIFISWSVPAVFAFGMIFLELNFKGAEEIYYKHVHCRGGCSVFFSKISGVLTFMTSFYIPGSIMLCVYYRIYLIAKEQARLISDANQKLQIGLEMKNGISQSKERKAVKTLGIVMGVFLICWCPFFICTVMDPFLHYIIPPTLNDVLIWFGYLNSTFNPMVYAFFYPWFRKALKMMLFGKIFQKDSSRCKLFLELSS
#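 Test system – hTAAR1-expressing CHO RD-HGA16 cells, Gα16-coupled · Also added – β-PEA at EC80 concentration, post-compound challenge · Compound – 3 µM, single point · Incubation – dye loading 75 min at 37 °C, then 30 min room temperature · Measured by – Fluo-8 intracellular calcium dye fluorescence, real-time kinetic reads · Benchmarks – vehicle and agonist controls · Replicates – singlicate, one well per test compound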
# CHO-K1 Ca antag = nonselective inhibitor or artifact in parental CHO-K1 cells; ATP-induced calcium, Fluo-8 fluorescence; inhibition, % at 3 µM; hit rate 0.6% among 360,000; AID 602250;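 active = inhibition above a per-plate cutoff, the plate's mean sample inhibition plus 3 SD, cut at about 24% in these data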;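 also: 0% = DMSO plus EC80 ATP and 100% = DMSO alone without ATP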
# TAAR1 ag = agonists of human TAAR1 | Q96RJ0 | CHO RD-HGA16 TAAR1, Fluo-8 calcium fluorescence; vehicle wells 0%, saturating PEA agonist 100% | activation, % at 3 µM | hit rate 0.99% among 360,000;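 active = activation above the mean activation of all test compounds in the run plus 3 SD, cut at about 38% in these data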
#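 test system = CHO RD-HGA16 cells carrying human TAAR1 plus Gα16 | schedule = 17-24 h seeding, 75 min 37 °C dye, 30 min RT | compound dosing = 3 µM single concentration | control set = DMSO and PEA EC100 | replicates = n 1 | signal = Fluo-8 fluorescence, 5 s baseline then 140 s kinetic read | measure = percent activation vs PEA EC100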
# CHRM1 antagonist = antagonists of human M1 muscarinic receptor; inhibition, % at 3 µM; AID 588852; P11229; hit rate 1.3% among 360,000; CHO-K1 hM1, Fluo-8 calcium fluorescence, ACh EC80 antagonist;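 active = percent inhibition above its own plate's cutoff, namely the mean of that plate's compound wells plus 3 SD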;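 also: peak over basal fluorescence ratio during 140 s after agonist addition; 0% = ACh EC80 plus DMSO and 100% = DMSO alone without agonist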
# Target sequence (P11229 whole entry, looked up): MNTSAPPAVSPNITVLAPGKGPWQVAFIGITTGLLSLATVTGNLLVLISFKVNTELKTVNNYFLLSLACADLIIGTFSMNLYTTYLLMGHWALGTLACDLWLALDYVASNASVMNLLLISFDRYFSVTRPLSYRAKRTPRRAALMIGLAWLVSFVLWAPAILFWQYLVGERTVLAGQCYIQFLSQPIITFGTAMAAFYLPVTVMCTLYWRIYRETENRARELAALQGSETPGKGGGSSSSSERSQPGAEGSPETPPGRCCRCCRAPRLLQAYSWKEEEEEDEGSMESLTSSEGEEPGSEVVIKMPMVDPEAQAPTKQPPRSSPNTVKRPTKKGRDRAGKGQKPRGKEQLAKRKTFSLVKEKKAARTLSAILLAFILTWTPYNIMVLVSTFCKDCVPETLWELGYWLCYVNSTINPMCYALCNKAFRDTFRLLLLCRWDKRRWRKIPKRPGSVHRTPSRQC
# CHO parental Ca = signal in parental CHO cells, OX1R antagonist counter-screen; AID 463079; parental CHO-K1, ATP-induced calcium, Fluo-8 fluorescence; inhibition, % at 5.6 µM; hit rate 0.63% among 330,000;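 active = inhibition above that plate's mean sample inhibition plus 3 SD, cut at about 26% in these data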;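 also: 0% = ATP-challenged DMSO wells and 100% = DMSO wells without ATP; some compounds past the cut are filed as inactive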
#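 material = parental CHO cells | also added = ATP as calcium-mobilizing challenge | dosing = single point at 5.6 µM | detection = intracellular calcium via Fluo-8 no-wash fluorescent dye | read-out = % inhibition | benchmarks = low control ATP plus DMSO, high control DMSO only | repeats = one well per compound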
# OXTR potentiate = potentiators of human oxytocin receptor; CHO-OTR cells, Fluo-8 calcium fluorescence, potentiator mode; 0% = oxytocin EC15, 100% = EC100; hit rate 0.061% among 320,000; activation, % at 3 µM;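 active = activation above that plate's cutoff, the mean activation of tested compounds plus 3 SD, cut at about 6.6% in these data, passing the limit was not always enough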;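 also: 100% uses oxytocin at 75 nM as the full agonist control; some results filed as inactive read as strong as hits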
#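 Dosing: Single dose, 3.0 µM nominal final compound concentration | Material: Human OTR in CHO cells | Technique: Kinetic Fluo-8 calcium fluorescence | Benchmarks: EC15 oxytocin alone as 0%, 75 nM oxytocin as 100% | Probe or stimulus: Oxytocin at about EC15, sub-maximal agonist stimulus | Incubation: Compound 6 min at room temperature before oxytocin, 100 s read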
# CHO-K1 Ca ag = nonselective activator or artifact in parental CHO-K1 cells; hit rate 0.48% among 360,000; AID 602248; activation, % at 3 µM; Fluo-8 calcium fluorescence; scaled to maximal ATP response, vehicle zero; in the data active = activation above about 15%;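 also: untransfected CHO-K1 host cells lacking M1 receptor as counterscreen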
# M1 ag = agonists of human M1 muscarinic receptor; CHO-K1 hM1, Fluo-8 calcium fluorescence, agonist mode; 0% DMSO, 100% acetylcholine EC100; activation, % at 3 µM; hit rate 0.33% among 360,000;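 active = activation above the run's mean compound activation plus 3 SD, cut at about 16% in these data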;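 also: peak over basal fluorescence ratio within a 140 s kinetic read after compound addition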
# Active calls of the source: *; x = no result given.
SMILES,CHO-K1 Ca PAM,TAAR1 antag,CHO-K1 Ca antag,TAAR1 ag,CHRM1 antagonist,CHO parental Ca,OXTR potentiate,CHO-K1 Ca ag,M1 ag
Cc1ccc(OCC(=O)Nc2ccc3c(c2)nc(CCN2CCCC2)n3C)cc1,-3,-12,1,2,-7,x,x,0.3,-10
Cc1ccc(SCC(=O)NNC(=O)CNC(=O)c2ccccc2F)cc1,6,-13,2,2,1,-2,-1,-0.4,-1
CCC(C)NS(=O)(=O)c1ccc(NC(=O)CNCc2cccs2)cc1 (stereo not given),-12,-2,14,15,-12,x,x,0.5,-7
NC(=O)C1CC(=O)N(c2ccc(OCC(=O)Nc3ccc(Cl)cc3)cc2)C1 (stereo not given),-15,2,13,-2,-4,-12,-6,0.0,-4
Clc1ccc(-c2ccc(CNCC3CCCO3)o2)cc1 (stereo not given),13,-29,-10,3,7,-14,-5,2.0,-5
O=C1NC(=Nc2cccnc2)S/C1=C\c1cccc(F)c1,-3,-15,-4,2,-8,0,-5,1.1,2
CCCn1nc(C(=O)Nc2cccc(S(=O)(=O)N3CCOCC3)c2)c2ccccc2c1=O,-14,21,8,6,-14,x,x,3.0,-4
O=C(c1ccc(CNc2c(N3CCCC3)c(=O)c2=O)cc1)N1CC=C(c2ccccc2)CC1,-19,-19,-1,13,0,-24,-5,0.0,-8
Oc1ccc(Nc2nc(-c3cccs3)cs2)cc1,16,0,-1,3,2,-9,0,0.3,-5
C=CCNC(=O)C(=O)N/N=C/c1cccc(Br)c1,22,14,-10,1,0,2,-3,0.8,-9
COCCSc1nnc(NC(=O)C2CC(=O)N(c3ccc(OC)cc3)C2)s1 (stereo not given),9,-25,-18,1,-8,-13,-9,1.3,-3
CC(C)Oc1ccc(C(=O)N2CCCc3ccccc32)cc1,11,11,-12,5,5,-19,-19,0.2,-5
O=C(Nc1nnc(SCc2ccc(F)cc2)s1)c1ccc2ncsc2c1,21,31,-11,8,-4,x,x,1.5,-7
Cc1ccc(-c2nc3c(c(SCC(=O)N4CCOCC4)n2)Cc2c(CO)cnc(C)c2O3)cc1,9,-9,0,6,-9,-25,-11,2.0,-3
c1ccc2c(c1)nc(NCc1ccc3c(c1)OCO3)n2CCN1CCOCC1,2,-1,7,10,4,-1,-10,0.2,-9
CC(=O)Oc1ccccc1/C=C/c1ccc2ccccc2[n+]1C,-21,-7,9,4,54*,-15,-4,0.2,-8
Cc1ccc(NC(=O)CSc2n[nH]c(-c3ccncc3)n2)c(C)c1,5,8,-14,-2,0,-20,4,-0.3,-5
COc1ccc(N2CCN(S(=O)(=O)/C=C/c3ccccc3)CC2)cc1,24,15,-3,3,-10,0,-10,0.4,-4
OCC(Cc1ccccc1)NCc1ccccc1C(F)(F)F (stereo not given),11,-1,-2,1,-3,-6,1,0.5,-6
COc1ccc(C2C(C(=O)NC(C)C)c3ccccc3C(=O)N2C)cc1OC (stereo not given),20,-16,-8,9,-7,7,-18,0.8,-2
Cn1c(N)c(C(=O)Nc2ccc(-c3ccccc3)cc2)sc1=S,-3,13,1,3,-4,-14,-7,1.5,0
COc1ccc(-c2csc(NC(=S)NC(=O)c3cccs3)n2)cc1Br,10,-24,-9,0,-10,-10,-3,0.3,-3
COc1cccc(-c2nc(Oc3cccc(C)c3C)c3ccccc3n2)c1O,13,-6,-6,0,-19,-1,-2,0.1,-5
Cc1c(NC(=O)C2CC(c3ccc(F)cc3)=NO2)c(=O)n(-c2ccccc2)n1C (stereo not given),19,-30,-6,1,-8,-7,-1,0.4,-3
Cc1cc(C(=O)OCC(=O)NC2CCC(C)CC2)c(C)o1 (stereo not given),-3,4,-10,9,-4,-14,-2,-1.0,-6
COc1ccc2c(CC(=O)OCC(=O)NC(=O)c3cccn3C)coc2c1,5,-1,-4,7,-5,2,-11,0.6,-2
CCOC(=O)C1CCN(C(=O)CSc2cc(=O)n(CC)c3ccccc23)CC1,-12,-3,-20,4,0,-6,-4,2.6,1
NC(=O)SCC(=O)Nc1ccccc1C(=O)O,14,-3,5,18,0,12,-4,1.0,-4
CC(O)[C@H]1CN=C(N)N1CCCCC1CCCCC1 (stereo not given in full),6,-1,-6,4,9,1,-5,0.3,-12
COc1cc(/C=C/C(=O)OCC(=O)N2CCCC2)ccc1OCC#N,-2,-1,-12,2,-4,-11,-4,0.6,-4
O=C(Nc1ccccc1F)N1CCCC1c1cccnc1 (stereo not given),1,-18,-5,3,-7,-6,-4,-0.1,-3
COc1ccccc1N1CCN(S(=O)(=O)c2cccc(F)c2)CC1,-7,8,14,2,4,-24,-6,0.2,-4
CCCC(C)NC(=O)C1c2ccccc2Oc2ccccc21 (stereo not given),14,9,-2,-2,-13,-12,-2,-0.1,-1
CC(Sc1ccccn1)C(=O)Nc1ccc(S(N)(=O)=O)cc1 (stereo not given),12,14,-13,13,-6,-3,0,1.1,-4
O=C(COC(=O)c1cc(=O)[nH]c2ccccc12)c1ccccc1,16,-25,-14,10,-7,-14,-1,1.6,-4
COc1cc(-c2n[nH]c(=S)n2Cc2ccccc2)cc(OC)c1OC,-6,3,-16,1,-4,x,x,3.4,-5
COC(=O)[C@H]1C[C@H]2[C@@H]3CC[C@H]4C[C@@H](OC)CC[C@]4(C)[C@H]3CC[C@]2(C)[C@@]2(CCCO2)O1,26,-11,-25,4,-11,-4,x,0.4,-1
CC(C)CN(C(=O)COc1ccccc1C(=O)NCc1ccccc1)C1CCS(=O)(=O)C1 (stereo not given),5,-25,-3,3,-9,x,x,0.5,-2
O=C(CSc1nc(-c2ccco2)cc(C(F)(F)F)n1)Nc1cccnc1,9,-4,-18,5,-22,-18,-5,2.6,-1
N#C/C(=C(/O)c1ccc(Br)s1)c1nc2ccccc2[nH]1,2,11,-6,1,4,-1,-2,0.0,0
O=C1C(=Cc2ccccc2O)SC(=S)N1CCCN1CCOCC1,8,10,-9,1,-10,x,x,0.9,-2
Cc1ccc(C(=O)COc2ncnc3cc(Cl)ccc23)cc1,-16,-15,6,3,-2,-16,-2,-0.1,-2
CCCCN(C(=O)C(C)N1C(=O)c2ccccc2C1=O)c1c(N)n(CCCC)c(=O)[nH]c1=O (stereo not given),-15,-9,1,11,4,10,-3,0.4,-2
CN(CCOc1ccccc1)C(=O)c1cc([N+](=O)[O-])cc([N+](=O)[O-])c1,10,8,-6,10,3,-9,-9,0.6,-4
O=C(NCC1COCCO1)c1ccc(OC2CCN(CCc3ccccc3)CC2)cc1 (stereo not given),-10,1,-8,2,0,x,x,1.1,-6
CC(=O)NC1C(=O)N(CCN2CCOCC2)c2ccc(Cl)cc21 (stereo not given),-7,0,3,-1,-4,x,x,-0.1,-2
C=CCNc1ncnc2c1ncn2[C@H]1CN(CCOC)C[C@@H](CO)O1,18,2,-1,0,-7,x,x,1.0,-2
Cc1ccc(NC(=O)CSCC(=O)N2CCN(C(=O)c3ccco3)CC2)cc1,-1,-16,0,4,-6,-11,-7,5.6,-4

# Ordered by heavy-atom count (highest first): three of the compounds above.
SMILES,CHO-K1 Ca PAM,TAAR1 antag,CHO-K1 Ca antag,TAAR1 ag,CHRM1 antagonist,CHO parental Ca,OXTR potentiate,CHO-K1 Ca ag,M1 ag
O=C(Nc1nnc(SCc2ccc(F)cc2)s1)c1ccc2ncsc2c1,21,31,-11,8,-4,x,x,1.5,-7
C=CCNc1ncnc2c1ncn2[C@H]1CN(CCOC)C[C@@H](CO)O1,18,2,-1,0,-7,x,x,1.0,-2
CC(Sc1ccccn1)C(=O)Nc1ccc(S(N)(=O)=O)cc1 (stereo not given),12,14,-13,13,-6,-3,0,1.1,-4

# New compounds follow:
SMILES,CHO-K1 Ca PAM,TAAR1 antag,CHO-K1 Ca antag,TAAR1 ag,CHRM1 antagonist,CHO parental Ca,OXTR potentiate,CHO-K1 Ca ag,M1 ag
Cc1c(Cl)cccc1-c1ccc(/C=N/n2cnnc2)o1,10,-19,-1,47*,0,-17,-5,-0.1,-2
CCc1cc(C(=O)NNC(=S)Nc2ccccc2C)cs1,-3,5,11,4,6,-7,-1,0.1,-1
COc1cc(C(=O)NC2(C(F)(F)F)NC(=O)N(CCCc3ccccc3)C2=O)cc(OC)c1OC (stereo not given),13,26,-10,10,5,-5,-9,3.8,-1
CCOC(=O)C1(CCCc2ccccc2)CCN(C(=O)c2cnc(C)cn2)CC1,16,11,-6,10,-6,-9,-14,4.0,-6
O=C(NCc1nc(-c2ccccc2)no1)c1ccc2c(c1)OCO2,17,11,-11,-1,-22,-8,0,0.1,-1
COc1cc(C2C=C(C34CC5CC(CC(C5)C3)C4)NC(=S)N2)cc(OC)c1OC (stereo not given),-7,-7,4,9,-3,-5,-9,-0.2,-6
CCCc1cc(C(=O)N2CCCC(N3CCN(c4ccc(F)cc4)CC3)C2)no1 (stereo not given),12,-49,2,-2,2,-24,2,0.0,-6
Cc1ccc(CNS(=O)(=O)c2ccc3c(c2)NC(=O)CO3)cc1,7,-4,-21,2,-10,-1,-10,2.6,-2
Cc1cc(S(=O)(=O)Nc2ccc3c(c2)COC3=O)ccc1F,21,-14,4,2,-5,-13,-5,0.3,-8
Cc1ccccc1N/C(SCc1cccc(Br)c1)=C(/C#N)C(N)=O,18,11,-8,-1,1,0,-13,-0.1,-9
Cc1cc(C)cc(SCc2noc(C(=O)NCCN(C)C)c2C(=O)NCCN(C)C)c1,10,7,-16,11,8,-7,-6,0.9,-9
Cn1ccc(C(=O)OCC(=O)Nc2ccccc2Cl)n1,-11,-17,6,6,17,x,x,0.1,-2
CCOc1ccc(-c2nnn(CC(=O)Nc3cccc(OC)c3)n2)cc1OCC,10,5,-9,3,3,-12,-12,1.2,0
O=C(C[n+]1cccc2ccccc21)c1ccc([N+](=O)[O-])cc1,-5,5,0,1,10,-3,3,-0.5,-14
COc1cc(C)ccc1OCCOCCOc1ccc([N+](=O)[O-])cc1,1,-8,-2,1,-10,-9,2,0.8,-8
N#CCCn1nnc2ccccc21,9,-1,-14,11,-11,1,-14,0.4,-2
COc1ccc(CNC(=O)CN(Cc2ccccc2Cl)C(=O)c2csnn2)cc1,-6,11,-10,3,-5,-15,-6,4.4,1
O=C(NNC(=O)C1C2CCCCC21)c1coc(=O)c(Br)c1 (stereo not given),7,-14,-2,5,17,-4,-15,3.8,-2
CC1NC(=O)c2cc3ccccc3cc2-n2c1nc1ccccc1c2=O (stereo not given),29,-1,-5,5,-9,x,x,0.5,-4

# Printed as active in CHRM1 antagonist, of those listed so far:
Compound | TAAR1 antag | CHRM1 antagonist | OXTR potentiate | M1 ag
CC(=O)Oc1ccccc1/C=C/c1ccc2ccccc2[n+]1C | -7 | 54* | -4 | -8
